Compound activity deposited in PubChem by National Center for Advancing Translational Sciences (NCATS).
aSyn yeast inh: alpha-synuclein toxicity inhibition in yeast | Potency, µM (titrated, usually from 46.1 µM), for the others: at the highest dose growth rescue (activation), actives largely listed as activators | hit rate 0.14% among 370,000 | Yeast expressing alpha-synuclein, growth rescue, BacTiter-Glo, 24 h; further: potency means the concentration at half of the fitted maximal effect; % of control where 0% means no effect; nearly all actives have a fitted effect of over 65% in size
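Rescue of yeast growth: cells expressing toxic alpha-synuclein, induced in galactose at OD600 0.02, incubated with compound 24 h at 30 C. ATP luminescence quantified growth; inhibitors of toxicity appear as activators.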
D3 ag: agonists of human D3 dopamine receptor. P35462. D3R DiscoveRx beta-arrestin cells, luminescence, 90 min. max activation, %. hit rate 0.58% among 410,000. AID 652048; in the data active means max activation above about 30%; further: 0% is about no effect; mostly tested at two doses, the higher about 12 µM
Target sequence (P35462 whole entry, looked up): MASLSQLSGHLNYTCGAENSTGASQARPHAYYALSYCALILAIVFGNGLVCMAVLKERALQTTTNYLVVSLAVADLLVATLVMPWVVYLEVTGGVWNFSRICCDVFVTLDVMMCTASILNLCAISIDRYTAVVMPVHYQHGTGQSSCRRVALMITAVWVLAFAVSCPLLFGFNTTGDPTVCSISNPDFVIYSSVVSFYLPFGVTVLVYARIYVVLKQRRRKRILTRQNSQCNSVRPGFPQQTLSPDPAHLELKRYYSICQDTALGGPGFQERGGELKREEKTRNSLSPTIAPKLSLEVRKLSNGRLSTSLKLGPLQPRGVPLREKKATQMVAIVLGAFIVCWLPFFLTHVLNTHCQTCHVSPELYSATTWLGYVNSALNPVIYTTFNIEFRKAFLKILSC
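Agonist-mode cell screen: cells plated at 1500/well and incubated overnight at 37 °C, then exposed to library compounds for 90 min at 37 °C. Detection reagent was added for 30–60 min at room temperature, and luminescence was read.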
TDP-43 yeast inh: rescues yeast growth from TDP-43 toxicity; TDP-43 expressing yeast growth rescue, BacTiter-Glo, 24 h; hit rate 1.8% among 410,000; Potency, µM (titrated, usually from 46.1 µM), without a hit: top-dose growth rescue (activation), most hits filed as activators; further: potency means the concentration at half of the fitted maximal effect; % of control where 0% means no effect; nearly all actives have a fitted effect of over 50% in size
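Cell-based yeast growth screen: TDP-43 expression induced in galactose, inoculum OD600=0.02 after raffinose pregrowth to mid-log. Read-out BacTiter-Glo luminescence at 24 hr, 30 deg C; inhibition of toxicity seen as signal increase.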
EPAC2 agonist: activates human EPAC2 exchange factor. Q8WZA2. EPAC2 activation, biochemical qHTS; response scale: 100% = 6.5 mM cAMP response. Potency, µM (titrated, usually from 154 µM), for the others: top-dose activation, actives largely listed as activators. hit rate 0.079% among 360,000. AID 720711; further: potency means the concentration at half of the fitted maximal effect; nearly all actives have a fitted effect of over 50% in size
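EPAC2 (100 nM) mixed with Rap1B loaded with BODIPY-GDP (250 nM) plus 50 uM unlabeled GDP; compounds pinned in, 5 min RT, then read every 5 min for 30 min (ex 480, em 540 nm). Normalized to cAMP control.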
Abeta yeast res: restores growth of yeast expressing A-beta42 peptide; yeast expressing A-beta42, growth rescue, OD600, 48 h; response scale: 0% DMSO, 100% iron-clioquinol control; Potency, µM (doses to about 46.1 µM), for inactives: top-dose growth rescue, hits mostly activators; hit rate 0.063% among 410,000; AID 1347071; further: potency means the concentration at half of the fitted maximal effect; nearly all actives have a fitted effect of over 55% in size
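Growth rescue measured by 600 nm absorbance after 48 h yeast culture at 30 C with compound. Values normalized between DMSO and an equimolar ferric chloride plus clioquinol control.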
DRD3 antagonist: D3 dopamine receptor (human) antagonism. hit rate 2.5% among 360,000. max response, negative = inhibition, %. P35462. D3R cells, DiscoveRx beta-arrestin luminescence, antagonist mode; active compounds read low; in the data active means max response below about -50%; inconclusive means no clear call, values can overlap the other calls; further: on the % scale 0 is the no-effect control and ±100 the full control effect; mostly tested at two doses, the higher about 12 µM
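Cells plated overnight at 1500 cells/well, then exposed to library compounds with dopamine controls for 90 minutes at 37 degrees C. DiscoveRx reagent added for 30–60 minutes at room temperature; luminescence read, quantitative HTS format.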
EPAC2 antag: EPAC2 (human) antagonism. EPAC2 GEF exchange of Rap1B-BODIPY-GDP, fluorescence. Q8WZA2. Potency, µM (top dose mostly 114 µM), for the others: at the highest dose activity, negative = inhibition, hits mostly inhibitors. hit rate 0.18% among 360,000; further: potency means the concentration at half of the fitted maximal effect; on the % scale 0 is the no-effect control and ±100 the full control effect; nearly all actives have a fitted effect of over 45% in size; many of its hits are not listed in these tables
FUS yeast rescue: suppressors of FUS proteinopathy in yeast | S. cerevisiae FUS-expressing, growth rescue, OD600, 24 h | hit rate 0.24% among 390,000 | Potency, µM (highest dose often 76.6 µM), for the others: at the top dose growth rescue (activation), hits mostly activators | AID 1347120;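 further: potency means the concentration at half of the fitted maximal effect; plate controls were DMSO vehicle for no effect and reference control for full effect; nearly all actives have a fitted effect of over 55% in size; some results filed as inactive show a strong effect at the top dose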
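Cultures pregrown in 2.5% raffinose medium are shifted to minimal medium containing 2% galactose to express toxic FUS. Compounds are tested at several concentrations. After 24hr at 30C, growth is quantified at 600 nm absorbance.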
* hit, by the source's call; u = inconclusive; x = not tested or not shown; [ ] = another dose, or the depositor's remark. Unless noted, the call rests on the fitted dose curve; in most records, active means well fitted curve in the direction sought with a large enough effect; inconclusive means small, poorly fitted or top-dose-only effect, or another doubt; inactive means no such curve, though single readings can be large; an effect the other way counts as inactive or inconclusive. A portion of the library (hit frequency here may not be typical).

The opening 13 compounds, ahead of the listing:
SMILES	aSyn yeast inh	D3 ag	TDP-43 yeast inh	EPAC2 agonist	Abeta yeast res	DRD3 antagonist	EPAC2 antag	FUS yeast rescue
CCOc1ccc(CCNC(=O)CN2C(=O)NC3(CCCc4ccccc43)C2=O)cc1OCC (stereo unspecified)	2%	3	-19%	4%	9%	0	1%	3%
Cn1c(CCNC(=O)c2ccco2)nc2cc(NC(=O)COc3ccc(Cl)cc3)ccc21	x	1	0%	x	-8%	x	x	-24%
Cc1ccc(/C=N/NC(=O)CSc2nc3ccccc3n2Cc2ccccc2)o1	-1%	1	22%	2%	12%	-1	1%	29%
CCN(CC)Cc1cc(Nc2c3ccccc3nc3c4ccccc4n(C)c23)cc(CN(CC)CC)c1O	3%	-4	16%	-6%	11%	-28	-8%	x
Clc1cccc(C2CCN(Cc3nc(COc4ccccc4)no3)C2)c1 (stereo unspecified)	6%	-7	u	3%	3%	-11	-5%	4%
O=C(CSc1nc2c([nH]c3ccccc32)c(=O)n1-c1ccc(F)cc1)Nc1ccc2c(c1)OCO2	-9%	0	26%	x	2%	x	x	-3%
COc1cc2nc(/C=C/c3ccc(N(C)C)cc3)sc2cc1SC	2%	23	35%	30%	-1%	66	40%[activator]	29%
O=C(NCCCN1CCOCC1)c1cc(-c2ccc(Cl)cc2)on1	2%	12	-14%	9%	0%	4	-4%	10%
CC(C)C1C(=O)N(Cc2cn(Cc3ccco3)nn2)CCS(=O)(=O)N1Cc1ccc(-c2cccc(N(C)C)c2)cc1 (stereo unspecified)	-3%	-13	1%	7%	-17%	0	3%	u
CCCSc1nc(-c2ccc(OC)cc2)cc(-c2ccccc2OC)c1C#N	x	-3	25%	x	0%	x	x	-15%
O=c1c([N+](=O)[O-])cccn1Cc1cccc(Cl)c1	0%	0	0%	8%	-4%	3	-2%	0%
COc1ccc(OC)c(C2=NOC(C(=O)NCc3cccs3)C2)c1 (stereo unspecified)	7%	1	8%	7%	8%	-3	9%	-20%
CCc1ccc(C(=O)COC(=O)c2ccc(-c3nnc(-c4ccccc4)o3)cc2)cc1	-1%	-1	-1%	3%	-1%	14	15%	16%

The listing, from the start:
SMILES	aSyn yeast inh	D3 ag	TDP-43 yeast inh	EPAC2 agonist	Abeta yeast res	DRD3 antagonist	EPAC2 antag	FUS yeast rescue
CCOc1ccc(CCNC(=O)CN2C(=O)NC3(CCCc4ccccc43)C2=O)cc1OCC (stereo unspecified)	2%	3	-19%	4%	9%	0	1%	3%
Cn1c(CCNC(=O)c2ccco2)nc2cc(NC(=O)COc3ccc(Cl)cc3)ccc21	x	1	0%	x	-8%	x	x	-24%
Cc1ccc(/C=N/NC(=O)CSc2nc3ccccc3n2Cc2ccccc2)o1	-1%	1	22%	2%	12%	-1	1%	29%
CCN(CC)Cc1cc(Nc2c3ccccc3nc3c4ccccc4n(C)c23)cc(CN(CC)CC)c1O	3%	-4	16%	-6%	11%	-28	-8%	x
Clc1cccc(C2CCN(Cc3nc(COc4ccccc4)no3)C2)c1 (stereo unspecified)	6%	-7	u	3%	3%	-11	-5%	4%
O=C(CSc1nc2c([nH]c3ccccc32)c(=O)n1-c1ccc(F)cc1)Nc1ccc2c(c1)OCO2	-9%	0	26%	x	2%	x	x	-3%
COc1cc2nc(/C=C/c3ccc(N(C)C)cc3)sc2cc1SC	2%	23	35%	30%	-1%	66	40%[activator]	29%
O=C(NCCCN1CCOCC1)c1cc(-c2ccc(Cl)cc2)on1	2%	12	-14%	9%	0%	4	-4%	10%
CC(C)C1C(=O)N(Cc2cn(Cc3ccco3)nn2)CCS(=O)(=O)N1Cc1ccc(-c2cccc(N(C)C)c2)cc1 (stereo unspecified)	-3%	-13	1%	7%	-17%	0	3%	u
CCCSc1nc(-c2ccc(OC)cc2)cc(-c2ccccc2OC)c1C#N	x	-3	25%	x	0%	x	x	-15%
O=c1c([N+](=O)[O-])cccn1Cc1cccc(Cl)c1	0%	0	0%	8%	-4%	3	-2%	0%
COc1ccc(OC)c(C2=NOC(C(=O)NCc3cccs3)C2)c1 (stereo unspecified)	7%	1	8%	7%	8%	-3	9%	-20%
CCc1ccc(C(=O)COC(=O)c2ccc(-c3nnc(-c4ccccc4)o3)cc2)cc1	-1%	-1	-1%	3%	-1%	14	15%	16%
COc1cc(NC(=O)Cc2cccs2)cc(OC)c1	-3%	4	15%	0%	u	15	6%	1%
Cc1ccc2c3c(c(SCC(=O)Nc4nonc4C)nc2c1)CCCC3	8%	1	-14%	3%	2%	-11	3%	-10%

Part of the list above, with values under each structure.
Fields: aSyn yeast inh, D3 ag, TDP-43 yeast inh, EPAC2 agonist, Abeta yeast res, DRD3 antagonist, EPAC2 antag, FUS yeast rescue
- CCCSc1nc(-c2ccc(OC)cc2)cc(-c2ccccc2OC)c1C#N
→ x, -3, 25%, x, 0%, x, x, -15%
- O=c1c([N+](=O)[O-])cccn1Cc1cccc(Cl)c1
→ 0%, 0, 0%, 8%, -4%, 3, -2%, 0%

Remaining list, next part
SMILES	aSyn yeast inh	D3 ag	TDP-43 yeast inh	EPAC2 agonist	Abeta yeast res	DRD3 antagonist	EPAC2 antag	FUS yeast rescue
CCCn1c(N)c(C(=O)CN2CCc3ccccc3C2)c(=O)n(C)c1=O	-3%	-17	-22%	-4%	-13%	-23	8%	-1%
CN(C)S(=O)(=O)c1cccc(CSc2cccc[n+]2[O-])c1	0%	-4	-1%	5%	-1%	-16	-10%	5%
O=C(NCc1ccco1)c1ccc(Cn2c(=O)c3ccccc3n(Cc3cccc(Cl)c3)c2=O)cc1	3%	0	23%	13%	20%	-6	-7%	39%
C=CCn1c(C)cc(C(=O)CSc2nnc(NCc3ccccc3)s2)c1C	2%	-5	11µM*	5%	u	-19	6%	35%
Cc1cccc(OCCSc2ncnc3nc[nH]c23)c1	-7%	-3	u	-2%	-1%	15	-4%	-3%
CCOc1ccc(N(CC(=O)NC2CCCCC2)S(=O)(=O)c2c(C)noc2C)cc1	0%	1	10%	-3%	2%	13	0%	-16%
Cc1ccccc1NC(=O)Cc1ccccc1	3%	1	20%	-9%	12%	2	14%	-40%
O=C(Nc1cccc(F)c1)NC1(C(=O)NCC2CCCO2)CCCCC1 (stereo unspecified)	1%	-4	-12%	3%	-6%	4	3%	12%
CC1CCc2sc(C(=O)N3CCC(C(N)=O)CC3)cc2C1 (stereo unspecified)	4%	-1	4%	-2%	-15%	16	-9%	-19%
CCOC(=O)c1nn(-c2ccc(C)cc2)c(=O)cc1OCC(=O)N1CCN(c2ccccc2)CC1	-2%	-2	9%	12%	-1%	7	4%	u
Cc1c(C(=O)N2CCC(c3nc4ccccc4s3)CC2)oc2cc(Br)ccc12	x	0	18%	x	10%	x	x	u
O=C(NNC(=O)c1cc2ccccc2cc1O)Nc1ccc(F)cc1F	2%	-16	14%	10%	3%	21	1%	x
Cc1cccc(-n2ccnc2SCC(=O)c2c(N)n(C3CC3)c(=O)[nH]c2=O)c1C	-4%	6	-3%	8%	-12%	1	0%	-5%
Oc1c(Br)cc(Br)cc1C=Nc1cccc2ncccc12	-26%	-14	19%	0%	-54%[inhibitor]	-27	u	24%
Cc1ccc(C(=O)NNCC(=O)Nc2ccc(Cl)cc2F)cc1	0%	-3	7%	12%	-14%	0	1%	-12%
COc1ccc(-c2noc(-c3ccccc3Cl)n2)cc1OC	-8%	24	-2%	3%	6%	26	2%	-9%
CC1(CCc2ccccc2)NC(=S)N(c2ccccc2)N1 (stereo unspecified)	6%	-3	2%	-12%	-10%	7	-11%	5%
CCOc1ccccc1/C=N/NC(=O)c1cccc(Cl)c1	-2%	-5	0%	-2%	-2%	2	7%	x
COc1ccc(S(=O)(=O)N2CC=C(C(=O)NC3CCCC3)CC2)cc1	3%	2	-3%	-2%	0%	0	-4%	7%
Cc1ccc(NC(=O)C2CCCN(C(=O)c3ccc(Cl)cc3)C2)c(C)c1 (stereo unspecified)	3%	7	10%	14%	-11%	-6	-7%	13%
COc1cc(C2CC(=O)c3cnc(N4CCN(Cc5ccccc5)CC4)nc3C2)cc(OC)c1OC (stereo unspecified)	-6%	2	-25%	9%	0%	17	-7%	12%
CCC(C)NC(=O)C1c2ccccc2C(=O)N1Cc1ccc(OC)cc1OC (stereo unspecified)	-2%	0	-11%	9%	12%	u	6%	-5%
COc1ccc(CNC(=O)CCCn2c(=O)c3cccn3c3ccc(F)cc32)cc1OC	x	5	6%	x	-7%	x	x	44%
O=C(Nc1ccc(N2CCN(C(=O)c3ccco3)CC2)cc1)c1ccccc1	8%	-3	16%	-8%	0%	13	0%	10%
COc1ccc(-n2nc(C(=O)NCC(=O)N3CCCC3)c3ccccc3c2=O)cc1	4%	4	-2%	1%	-6%	2	2%	-7%
CCCOc1ccc(NC(=O)CC2C(=O)N(CC)C(=S)N2Cc2cccs2)cc1 (stereo unspecified)	-2%	12	-11%	4%	11%	22	-5%	24%
COc1cccc(CN(C)C(=O)c2cccc(S(=O)(=O)N3CCN(c4ccccc4)CC3)c2)c1OC	15%	16	-4%	8%	1%	5	-11%	u
O=S1(=O)N=C2CCCCCN2C(c2ccc(Cl)cc2)N1 (stereo unspecified)	12%	2	10%	0%	5%	4	6%	-38%
CCCOc1ccc(-c2nonc2NC(=O)c2ccco2)cc1OCCC	x	8	-2%	x	-8%	x	x	17%
COc1ccc(-n2nc(C(=O)NCC(=O)O)c3ccccc3c2=O)cc1	1%	-2	18%	3%	-2%	14	-1%	-28%
Cc1cccc(C2c3[nH]c4ccccc4c3CCN2C(=O)c2cc(C(C)C)nc(N)n2)n1 (stereo unspecified)	17%	4	10%	9%	18%	-11	-8%	45%
CCOc1ccc(N=C(/C(C(=O)C(=O)N2CCOCC2)=C(\O)c2ccccc2)c2ccccc2)cc1	8%	-3	6%	-14%	23%	-6	6%	x
Cc1ccc(S(=O)(=O)c2c(N)n(NC(=O)c3ccccc3C)c3nc4ccccc4nc23)cc1	0%	-11	-21%	-14%	13%	-5	8%	u
